Pol kappa inh: DNA polymerase kappa (human) inhibition; Q9UBT6; purified Pol kappa, fluorescent DNA synthesis assay, 10 min; Potency, µM (doses to about 107 µM), for the others: top-dose activity, negative = inhibition, usual class: inhibitors; actives 0.53% (n = 400,000); further: on the % scale 0 is the no-effect control and ±100 the full control effect
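Activity was followed as the change in fluorescence between reads at 0 and 10 min after starting the reaction with 50 nM substrate. Beforehand, 10 nM polymerase had been preincubated with compound for 15 min at room temperature.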
POLB inh: blocks human DNA polymerase beta activity | P06746 | Pol beta primer extension/strand displacement, fluorescence kinetic | Potency, µM (titrated, usually from 114 µM), for the others: at the highest dose activity change, negative = inhibition, hits mostly inhibitors | actives 1.3% (n = 340,000) | AID 485314; further: on the % scale 0 is the no-effect control and ±100 the full control effect
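Kinetic readout of DNA synthesis with strand displacement by Pol beta. Compound and 10 nM enzyme sit 15 min at room temperature; 50 nM substrate starts the reaction, read immediately and at 10 min.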
APEX1 inh: APE1 (human) endonuclease inhibition. P27695. recombinant APE1, TAMRA/BHQ-2 abasic DNA cleavage fluorescence. Potency, µM (doses to about 65.8 µM), for inactives: at the top dose activity change, negative = inhibition, most hits filed as inhibitors. actives 0.35% (n = 350,000). AID 2517;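 further: plate controls were vehicle for no effect and reference inhibitor for full effect; nearly all actives have a fitted effect of over 55% in size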
Target sequence (P27695 whole entry, looked up): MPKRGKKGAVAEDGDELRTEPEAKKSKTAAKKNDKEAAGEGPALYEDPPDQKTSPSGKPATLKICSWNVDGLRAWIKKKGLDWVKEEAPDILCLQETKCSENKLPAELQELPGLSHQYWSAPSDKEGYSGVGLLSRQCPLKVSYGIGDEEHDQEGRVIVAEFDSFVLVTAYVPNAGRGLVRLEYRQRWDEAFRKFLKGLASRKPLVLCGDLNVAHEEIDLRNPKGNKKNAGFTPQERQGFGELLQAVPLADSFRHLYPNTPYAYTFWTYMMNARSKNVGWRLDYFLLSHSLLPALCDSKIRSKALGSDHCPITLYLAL
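Step 1: APE1 (0.75 nM) with compound, 15 min RT. Step 2: add 50 nM fluorophore/quencher THF duplex. Step 3: three fluorescence reads 60 s apart (525/598 nm); read 3 minus read 1 = reaction progress.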
BLM inh: blocks DNA unwinding by human BLM helicase; P54132; recombinant BLM DNA unwinding, fluorescence dequenching; Potency, µM (series often up to 56.1 µM), for the others: top-dose activity change, negative = inhibition, hits mostly inhibitors; actives 0.2% (n = 350,000);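 further: plate controls were vehicle for no effect and no enzyme for full effect; nearly all actives have a fitted effect of over 35% in size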
Pol iota inh: inhibitors of human DNA polymerase iota; Q9UNA4; Pol iota fluorescent replication assay, 10 min; Potency, µM (series often up to 115 µM), inactives show top-dose activity, negative = inhibition, most hits filed as inhibitors; actives 1% (n = 390,000); AID 588590
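Pol iota at 10 nM preincubated 15 min with compounds at room temperature; reaction started with fluorescent substrate, 50 nM final. Fluorescence read kinetically at 0 and 10 min; buffer-only wells as negative control.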
POLH inh: inhibitors of human DNA polymerase eta; actives 1.2% (n = 390,000); AID 588591; recombinant Pol eta, fluorescent DNA replication assay; Potency, µM (top dose mostly 114 µM), inactives show top-dose activity change, negative = inhibition, usual class: inhibitors; further: on the % scale 0 is the no-effect control and ±100 the full control effect
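Pol eta (10 nM) was preincubated with compounds for 15 min at room temperature, after which fluorescent replication substrate (50 nM final) was added to start the reaction. Fluorescence was read kinetically at 0 and 10 min.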
G9a inh: G9a (human) methyltransferase inhibition; Potency, µM (doses to about 102 µM), without a hit: at the top dose activity, negative = inhibition, most hits filed as inhibitors; Q96KQ7; actives 8.8% (n = 350,000); G9a H3K9 monomethylation, AlphaScreen, 2 h; further: on the % scale 0 is the no-effect control and ±100 the full control effect; nearly all actives have a fitted effect of over 75% in size
Target sequence (Q96KQ7 913-1193 limits assumed): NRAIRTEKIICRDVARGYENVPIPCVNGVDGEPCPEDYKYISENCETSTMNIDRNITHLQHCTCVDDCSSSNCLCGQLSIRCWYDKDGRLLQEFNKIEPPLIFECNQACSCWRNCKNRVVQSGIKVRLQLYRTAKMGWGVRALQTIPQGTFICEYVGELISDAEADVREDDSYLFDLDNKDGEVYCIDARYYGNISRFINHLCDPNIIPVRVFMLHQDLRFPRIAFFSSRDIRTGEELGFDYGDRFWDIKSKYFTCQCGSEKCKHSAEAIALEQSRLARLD
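Using a bead-based AlphaScreen, monomethylated H3K9 product from 2 h room-temperature reactions (G9a 20 nM, peptide 500 nM, SAM 20 uM) was detected with 0.5 ug/mL rabbit anti-H3K9me1 antibody.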
Apoferritin bind: binds horse apoferritin like a general anesthetic | apoferritin/1-aminoanthracene competitive binding, fluorescence | actives 0.074% (n = 350,000) | Potency, µM (doses to about 77.5 µM), inactives show at the top dose activity change, negative = displacement, most hits filed as inhibitors | AID 485281; further: on the % scale 0 is the no-effect control and ±100 the full control effect; nearly all actives have a fitted effect of over 20% in size
Target sequence (P02791 2-175 limits assumed): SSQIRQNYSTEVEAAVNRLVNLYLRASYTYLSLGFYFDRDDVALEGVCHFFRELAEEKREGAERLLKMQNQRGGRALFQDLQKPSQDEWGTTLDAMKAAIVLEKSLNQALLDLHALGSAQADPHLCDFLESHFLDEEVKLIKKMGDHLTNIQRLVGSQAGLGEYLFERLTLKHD
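In PBS, apoferritin at 10 uM is loaded with 1-AMA from a 50% saturated solution. After 10 min of compound exposure at ambient temperature, reduced 535 nm fluorescence indicates probe displacement.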
BAZ2B block: BAZ2B (human) inhibition; AlphaScreen BAZ2B-H3K14Ac peptide displacement; Potency, µM (highest dose often 114 µM), inactives show top-dose activity change, negative = inhibition, most hits filed as inhibitors; actives 4.4% (n = 360,000); further: on the % scale 0 is the no-effect control and ±100 the full control effect; nearly all actives have a fitted effect of over 60% in size
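Inhibition is scored as reduced AlphaScreen emission. The BAZ2B/b-H3(5-23)K14Ac complex (50 nM each) in PBS pH 7.4, 0.01% Tween-20 meets compound (up to 110 uM) for 30 min at RT before bead addition.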
Numbers without * were called inactive; ? = inconclusive; · = no result given; & = joins results of further samples; [ ] = remark or other dose. The call rests on the fitted dose curve; in most records, active means well fitted curve in the direction sought with a large enough effect; inconclusive means small, poorly fitted or top-dose-only effect, or another doubt; inactive means no such curve, though single readings can be large; an effect the other way counts as inactive or inconclusive. Potency means the concentration at half of the fitted maximal effect.

Pol kappa inh,POLB inh,APEX1 inh,BLM inh,Pol iota inh,canonical_smiles,POLH inh,G9a inh,Apoferritin bind,BAZ2B block
-9%,0%,-6%,-5%,5%,C=CC[n+]1c(-c2ccc(OC)c(OC)c2)csc1NNC(=O)Nc1ccccc1,-7%,?,?,32µM*
-13%,3%,-4%,-7%,2%,Cc1cccc(Nc2nnc(SCC(=O)Nc3ccccc3[N+](=O)[O-])s2)c1,-8%,-24%[59 µM],-13%,-11%
4%[60.1 µM],·,3%,4%,·,Cc1ccccc1-c1nccc(NCCN2CCOCC2)n1,·,1%[0.501 µM],·,·
-13%,-25%,13%,-1%,-13%,O=C1CSC(c2ccccc2)N1CCc1ccccc1 (stereo not drawn),0%,-2%[0.501 µM],-9%,-33%
-1%,-2%,7%,-3%,?,CN(C)C(=O)c1cc(C(=O)c2ccc(C(F)(F)F)cc2)c[nH]1,1%,-8%,-1%,-3%
-5%,4%,1%,4%,17%,Cc1ccc(S(=O)(=O)N2CCN(CC(=O)N(CC(C)C)c3c(N)n(CC(C)C)c(=O)[nH]c3=O)CC2)c(C)c1,-18%,?,0%,-4%
-10%,10%,-12%,-6%,-1%,CCOc1ccc(/C=N/NC(=O)Cc2csc(Nc3cccc(C(F)(F)F)c3)n2)cc1,?,?,?,1%
0%,27%,4%,-1%,-4%,COc1ccc(CCCC(=O)NCCc2ccccc2)c(C)c1,-14%,·,-9%,-9%
-16%,-24%,-5%,-4%,32%[activator],Cc1c(Nc2ccc(C=O)cc2)c(=O)n(-c2ccccc2)n1C,-1%,-17%,-16%,-28%
-2%,6%,·,-2%,-2%,CCOC(=O)c1c(NC(=O)c2cc(-c3ccc(Cl)cc3)on2)sc2c1CCCC2,-5%,6.3µM*,3%,0%
-1%,32%,-12%,-7%,-10%,CCC1(C)Cc2ccccc2-c2nc(SC)[nH]c(=O)c21 (stereo not drawn),-13%,-38%[2.33 µM],-7%,-10%
2%[19.4 µM],·,·,3%[21.4 µM],·,CC(C)(C)NC(=O)[C@@H]1CC[C@@H]2[C@@H]3CC[C@@H]4NC(=O)C=C[C@@]4(C)[C@H]3CC[C@]21C,·,21%[21.5 µM],0%[29.3 µM],·
-3%,-7%,0%,-3%,137%[activator],Cn1c(NNC(=O)C2CCCCC2)cc(=O)n(C)c1=O,1%,7%,-1%,8%
0%,2%,0%,-5%,11%,Cc1ccc(N2C(=O)C(Cc3ccc(O)cc3)NC2=S)cc1C (stereo not drawn),-11%,19%,1%,-7%
-5%,14%,·,0%,19%,Cc1cc2oc(C(=O)Nc3nc(-c4ccccc4)ns3)c(C)c2cc1Cl,-17%,-22%[59 µM],-6%,0%
-24%,51%,10%,-1%,28%,O=C(c1ccc([N+](=O)[O-])cc1)N1CCN(C(=O)C2CCCCC2)CC1,-1%,·,-6%,5%
-30%,?,-1%,-4%,?,COc1ccccc1NC(=O)Nc1nnc(CC(=O)Nc2cccc(C)c2)s1,-6%,13%,12%,-32%
-11%,11%,-10%,-10%,-3%,NS(=O)(=O)c1ccc(NC(=S)Nc2nn(Cc3ccc(Cl)cc3Cl)cc2Cl)cc1,-16%,-3%[59 µM],-19%,-28%
12%,0%,-2%,0%,-5%,CCCCC(=O)N=c1sc2cc([N+](=O)[O-])ccc2n1C,-15%,8%,-7%,-2%
-1%,·,27%,·,30%,CC1(c2ccc3c(c2)OCCCO3)NC(=O)N(CC(=O)Nc2cccc(C#N)c2)C1=O (stereo not drawn),-20%,-14%[12.7 µM],·,-19%

Pol kappa inh,POLB inh,APEX1 inh,BLM inh,Pol iota inh,canonical_smiles,POLH inh,G9a inh,Apoferritin bind,BAZ2B block
2%,-1%,2%,-5%,26%,COc1ccc(C(=O)/C=C/C(=O)N(CC(=O)NC2CCCCC2)Cc2cccs2)c(O)c1,-20%,16µM*,-23%,-25%
-9%,6%,-4%,4%,24%,CCN1C(=O)c2cccc3c(NC(=O)c4ccc(OC)c(OC)c4)ccc1c23,-20%,-1%[59 µM],-9%,6%
11%,-5%,-1%,-4%,4%,COc1ccc(C(C(=O)NC2CCCC2)N(Cc2cccs2)C(=O)c2ccn[nH]2)cc1OC (stereo not drawn),-15%,9%,-4%,-2%
6%,23%,16%,3%,23%,Cc1ccc(C(=O)NC2CCN(CC(=O)Nc3ccccc3Cl)CC2)cc1,-10%,20%[59 µM],-15%,-3%
-10%,9%,38%,0%,1%,CC1CN(C(=O)c2ccc(NS(=O)(=O)c3cccc(Cl)c3)cc2)CC(C)O1 (stereo not drawn),-10%,0%,-6%,-16%
15%&-10%,-24%&34%,60%,0%&-2%,27%&8%,COc1cccc(NC(=O)CCc2nc(-c3cccs3)no2)c1,-13%&-14%,18%&-4%[59 µM],?,3%&2%
-4%[60.1 µM],-2%,-2%&1%,0%[75.6 µM],1%,O=C(Nc1ccc(O)c2c(=O)cc(-c3ccccc3Cl)oc12)c1ccccc1Cl,-9%,?,-13%&1%,-9%
-3%,·,12%,·,63%[activator],CCCCn1c(N)c(N(CCC(C)C)C(=O)c2cccc(-n3cnnn3)c2)c(=O)[nH]c1=O,-5%,3%[0.501 µM],·,-7%
7%,-2%,-9%,-3%,22%,Cc1ccc(SCC(=O)Nc2ccc3c(c2)C(=O)NC3=O)cc1,-19%,-23%,-16%,-13%
-19%,1%,·,-2%,43%[activator],COc1ccc(N2CCN(C(=O)Nc3cn(CC(C)C)c(=O)c4ccccc34)CC2)cc1,-20%,?,5%,2%[57.1 µM]
0%,17%,1%,3%,-5%,CCOC(=O)C1CCN(C(=O)Cc2cccc3ccccc23)CC1,-11%,?,-5%,12%
5%,-14%,41%,-12%,4%,Cc1ccc(N(CC(=O)Nc2cc(C)cc(C)c2)S(=O)(=O)c2c(C)noc2C)cc1,-21%,-19%,-6%,-36%[57.1 µM]
-11%,-5%,-1%,-9%,67%[activator],O=C(CN1CCCC1)NC(=O)NC1CCCC1,-12%,59%,5%,-3%
-2%,?,2%,5%,8%,O=C(O)c1ccc(NC(=O)c2cn(-c3ccccc3)nc2-c2cccc(Cl)c2)cc1,-17%,·,-2%,-6%
-5%,·,17%,·,4%,O=C(CCCN=C1NS(=O)(=O)c2ccccc21)OCC(=O)c1ccc(F)c(F)c1,-13%,45µM*,·,-15%
3%,5%,51%,-4%,59%[activator],NS(=O)(=O)c1ccc(NC(=S)NC(=O)C2CCCC2)cc1,-9%,71µM*,-10%,-23%
-1%,12%,-7%,-2%,-9%,CC(C)(C)c1cc(C(=S)N2CCN(CCO)CC2)cc(C(C)(C)C)c1O,-11%,?,-1%,-38%
-5%,·,35%[activator],·,59%[activator],Cc1cccc(C)c1NC(=O)CN(C)C(=O)CCC(=O)N1CCOCC1,-7%,·,·,·
-5%,20%,-6%,-4%,-21%,COc1ccc(CNC(=O)c2ccc(-c3ccccc3)cc2)cc1OC,-16%,-7%[59 µM],-3%,4%
0%,2%,-4%,-1%,?,COc1ccc(-c2cc(C(F)(F)F)n3nc(C(=O)O)nc3n2)cc1,9%,-33%[12.7 µM],51%[activator],?

Pol kappa inh,POLB inh,APEX1 inh,BLM inh,Pol iota inh,canonical_smiles,POLH inh,G9a inh,Apoferritin bind,BAZ2B block
·,15%,-2%,1%,·,CCN1CCN(Cc2nc3c(c(=O)n(C)c(=O)n3C)n2CCCc2ccccc2)CC1,·,-47%,-7%,7%
-9%,19%,12%,-1%,15%,O=C(CCNC(=O)c1ccc([N+](=O)[O-])cc1)NNC(=O)c1ccncc1,-1%,?,0%,-4%
-3%,58%,16%,1%,20%,CCCc1nn(C)c(C(=O)Nc2ccc(Cl)cc2)c1Cl,0%,18%[59 µM],-1%,9%
-11%,5%,0%,-1%,-8%[58.9 µM],NC(=S)Nc1ccc(C(F)(F)F)cc1Cl,-14%,7%,7%,-4%
-4%,-10%,10%,2%,21%,CC(C)c1cc(C(=O)NC2CCCCC2)no1,-8%,16%[59 µM],-12%,5%
-11%,3%,·,-4%,18%,CCc1ccc(C(=O)c2cn(CC(=O)Nc3cc(OC)ccc3OC)c3ccc(C)cc3c2=O)cc1,-2%,-11%[59 µM],?,-9%
-5%,0%,-21%,-2%,31%[activator],CCOC(=O)c1ccccc1NC(=O)[C@@H]1CCCN1C(=O)OC(C)(C)C,-23%,1%,-4%,4%
2%,5%,-4%,-12%,-17%,CC12CC(c3ccccc3O1)N(C(=O)c1ccco1)C(=S)N2c1ccc(F)cc1 (stereo not drawn),-9%,?,?,-35%
-13%,14%,-4%,3%,?,CC1(C)Cc2c(C#N)c(N)sc(=S)c2CS1,?,25µM*,?,-8%
-8%,15%,-3%,-6%,20%,Cc1cc(Cl)cc(Cl)c1OCCCCN(C)C,-6%,8.9µM*,0%,-35%
-3%,-25%,0%,0%,36%[activator],CCOc1ccc(NC(=NCc2ccc3c(c2)OCO3)SC2CC(=O)N(c3ccccc3)C2=O)cc1 (stereo not drawn),0%,9%[59 µM],-11%,-3%
1%,15%,·,0%,-8%,CCOC(=O)c1cc2c(=O)n3ccccc3nc2n(Cc2ccco2)c1=NC(=O)c1cc(C)cc(C)c1,-4%,-5%[59 µM],-9%,13%
-4%,8%,1%,-9%,0%,COc1ccc2c(C(=O)CN3CCC(C)CC3)c[nH]c2c1,-2%,?,-1%,-3%

Grouped by structure, those above containing a furan ring, fused or not (3)
Pol kappa inh,POLB inh,APEX1 inh,BLM inh,Pol iota inh,canonical_smiles,POLH inh,G9a inh,Apoferritin bind,BAZ2B block
-5%,14%,·,0%,19%,Cc1cc2oc(C(=O)Nc3nc(-c4ccccc4)ns3)c(C)c2cc1Cl,-17%,-22%[59 µM],-6%,0%
2%,5%,-4%,-12%,-17%,CC12CC(c3ccccc3O1)N(C(=O)c1ccco1)C(=S)N2c1ccc(F)cc1 (stereo not drawn),-9%,?,?,-35%
1%,15%,·,0%,-8%,CCOC(=O)c1cc2c(=O)n3ccccc3nc2n(Cc2ccco2)c1=NC(=O)c1cc(C)cc(C)c1,-4%,-5%[59 µM],-9%,13%

2 of the compounds above, with values ahead of the structure:
Pol kappa inh,POLB inh,APEX1 inh,BLM inh,Pol iota inh,POLH inh,G9a inh,Apoferritin bind,BAZ2B block,canonical_smiles
-13%,14%,-4%,3%,?,?,25µM*,?,-8%,CC1(C)Cc2c(C#N)c(N)sc(=S)c2CS1
1%,15%,·,0%,-8%,-4%,-5%[59 µM],-9%,13%,CCOC(=O)c1cc2c(=O)n3ccccc3nc2n(Cc2ccco2)c1=NC(=O)c1cc(C)cc(C)c1

Some of the compounds tested. The share of hits here may be higher or lower than overall.
